SKBR3 24h inh = SK-BR-3 proliferation inhibitors; SK-BR-3 viability, CellTiter-Glo ATP luminescence, 24 h; active compounds read low; viability, % at 10 µM; actives 0.47% (n = 41,000); AID 847;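 active = viability at or below the median of all test compounds minus 3 SD, in both replicates if run twice, cut at about 45% in these data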;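 note: 100% = median untreated cell wells and 0% = median positive control drug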
Active calls of the source: *; & = joins results of further samples. An excerpt; the hit share may differ from the screen's.

SMILES | SKBR3 24h inh
CC[C@@H]1C(=O)OC[C@@H]1Cc1cncn1C | 83&93

Screens as filed in PubChem.
